# NCI-60 one-dose screen, 48 h, at 10 µM unless noted. Numbers give growth in % (100 = growth as untreated, 0 = no growth, -100 = all killed).
# KM12: KM12 colon cancer cells; actives 5% (n = 82,000)
# IGROV1: IGROV1 ovarian cancer; AID 1794786; actives 4.7% (n = 79,000)
# NCI-H522: NCI-H522 lung cancer; AID 1794739; actives 8% (n = 78,000)
# NCI-H226: NCI-H226 lung cancer; actives 3.5% (n = 79,000)
# NCI-H23: NCI-H23 lung cancer. actives 4% (n = 80,000)
# COLO 205: COLO 205 colon cancer; actives 7.3% (n = 79,000)
# NCI/ADR-RES: NCI/ADR-RES ovarian cells | AID 1794790 | actives 4.4% (n = 81,000)
# NCI-H322M: NCI-H322M lung cancer; actives 2.7% (n = 80,000)
# NCI-H460: NCI-H460 lung cancer. actives 6.8% (n = 82,000)
# The depositor's hits bear a star; · = no result given; & = joins results of further samples. The calls were made as follows: active = growth percent below 10; inactive = the rest. Hits appear at their usual frequency. Share with any hit: about 12%.
SMILES,KM12,IGROV1,NCI-H522,NCI-H226,NCI-H23,COLO 205,NCI/ADR-RES,NCI-H322M,NCI-H460
O=C1OC(c2ccccc2)N/C1=C\c1ccc2c(c1)OCO2 (stereo not drawn),105,100,97,121,88,102,93,98,104
O=C1c2ccccc2C(=O)N1Nc1ccccc1,67,95,61,91,107,100,91,74,83
O=c1[nH]c(=O)c2c([nH]1)sc1cc(O)ccc12,99,90,86,101,97,108,108,81,106
O=S(=O)(NCCNc1nccc(-c2c(-c3cccc(O)c3)nc3occn23)n1)c1cccc(F)c1,88,50,81,105,98,30,107,97,96
CC(=O)Nc1ccc2nc3ccc(NC(C)=O)cc3[n+](-c3ccccc3)c2c1,116,93,88,127,104,109,107,109,108
Cc1cc(C)c2c(N)c(C#N)sc2n1,106,103,92,91,96,107,103,102,106
Cc1cn(C(C)C)c(=O)[nH]c1=O,105,108,55,98,108,101,115,87,104
COc1ccc(-c2nsc3c2NC(=O)CC3c2ccc(F)cc2)cc1 (stereo not drawn),22,56,3.1*,75,60,9.4*,5.0*,40,17
COc1cccc(-c2nc3sccn3c2-c2ccnc(NCCNS(=O)(=O)c3cccc(Cl)c3)c2)c1,43,42,57,41,53,35,23,81,45
C=CCn1c(C)nc2ccc(Nc3nc(-c4ccccc4)nc4ccccc34)cc21,107,101,92,101,90,124,84,106,102
Cc1ccc(Nc2nnc(-c3ccc(Cl)cc3)o2)cc1,104,99,·,99,103,104,108,100,105
COc1ccccc1-c1cc(-c2cc3cc(Br)ccc3oc2=O)nc(N)n1,93,·,89,92,76,96,97,·,97
NC(=S)N/N=C/c1ccc(Cl)c(Cl)c1,100,113,95,95,110,105,110,107,101
O=C(CCc1c[nH]c2ccccc12)NNC(=O)Cn1nnc(-c2ccccc2)n1,112,102,93,·,90,141,103,95,116
CC(O)(P(=O)(O)O)P(=O)(O)O,101,104,113,102,101,110,111,101,117
Cc1ccc(-c2nonc2NC(=O)/C(C#N)=C/c2c(Oc3ccccc3)nc3ccccn3c2=O)cc1,99,94,96,103,97,106,96,90,102
CSC(=CC(=O)c1ccco1)SC,104,110,88,·,97,111,106,109,102
COc1ccc(Br)cc1NC(=O)Nc1cccc2c1ccn2Cc1ccnc(N)c1,10,36,-51*,22,55,-57*,31,33,15
COc1ccc(-c2cc(-c3cccs3)[nH]c(=O)c2C#N)cc1,109,99,88,100,96,115,98,96,97
Cc1ccc(C2=Nn3c(N=Nc4c(O)[nH]c5ccc(Br)cc45)nnc3SC2)cc1,104,107,60,·,101,108,107,95,116
Oc1ccc(-c2nc3ccc(/C(=N\N=C\c4ccccc4)c4ccccc4)cc3[nH]2)cc1,75,89,76,83,92,62,92,92,92
CCCCOc1c(Cl)cc(Cl)cc1-c1ccccc1,94,103,89,102,100,109,100,98,101
COc1cc2c(cc1O)[C@@H]1[C@H](c3ccccc3Cl)OC(=O)N1CC2,106,114,94,102,103,114,107,107,102
CCOc1ccc([C@H]2C(C(=O)c3ccc(Cl)cc3)C3(N[C@@H]2c2ccccc2)C(=O)Nc2ccccc23)cc1 (stereo partly drawn),63,70,85,79,·,90,78,84,65
N#Cc1nc(-c2cccc(Br)c2)cc(-c2ccc(Nc3nc(N4CCCCC4)nc(N4CCCCC4)n3)cc2)c1N,-1.2*,-45*,-65*,-74*,13,-58*,24,63,-22*

# An excerpt of these results, tab-delimited.
molecule	KM12	IGROV1	NCI-H522	NCI-H226	NCI-H23	COLO 205	NCI/ADR-RES	NCI-H322M	NCI-H460
Cc1cc(C)c2c(N)c(C#N)sc2n1	106	103	92	91	96	107	103	102	106
Cc1cn(C(C)C)c(=O)[nH]c1=O	105	108	55	98	108	101	115	87	104
COc1ccc(-c2nsc3c2NC(=O)CC3c2ccc(F)cc2)cc1 (stereo not drawn)	22	56	3.1*	75	60	9.4*	5.0*	40	17
COc1cccc(-c2nc3sccn3c2-c2ccnc(NCCNS(=O)(=O)c3cccc(Cl)c3)c2)c1	43	42	57	41	53	35	23	81	45
C=CCn1c(C)nc2ccc(Nc3nc(-c4ccccc4)nc4ccccc34)cc21	107	101	92	101	90	124	84	106	102
Cc1ccc(Nc2nnc(-c3ccc(Cl)cc3)o2)cc1	104	99	·	99	103	104	108	100	105
COc1ccccc1-c1cc(-c2cc3cc(Br)ccc3oc2=O)nc(N)n1	93	·	89	92	76	96	97	·	97
NC(=S)N/N=C/c1ccc(Cl)c(Cl)c1	100	113	95	95	110	105	110	107	101
O=C(CCc1c[nH]c2ccccc12)NNC(=O)Cn1nnc(-c2ccccc2)n1	112	102	93	·	90	141	103	95	116
CC(O)(P(=O)(O)O)P(=O)(O)O	101	104	113	102	101	110	111	101	117
Cc1ccc(-c2nonc2NC(=O)/C(C#N)=C/c2c(Oc3ccccc3)nc3ccccn3c2=O)cc1	99	94	96	103	97	106	96	90	102
CSC(=CC(=O)c1ccco1)SC	104	110	88	·	97	111	106	109	102
COc1ccc(Br)cc1NC(=O)Nc1cccc2c1ccn2Cc1ccnc(N)c1	10	36	-51*	22	55	-57*	31	33	15
COc1ccc(-c2cc(-c3cccs3)[nH]c(=O)c2C#N)cc1	109	99	88	100	96	115	98	96	97
Cc1ccc(C2=Nn3c(N=Nc4c(O)[nH]c5ccc(Br)cc45)nnc3SC2)cc1	104	107	60	·	101	108	107	95	116
Oc1ccc(-c2nc3ccc(/C(=N\N=C\c4ccccc4)c4ccccc4)cc3[nH]2)cc1	75	89	76	83	92	62	92	92	92
CCCCOc1c(Cl)cc(Cl)cc1-c1ccccc1	94	103	89	102	100	109	100	98	101
COc1cc2c(cc1O)[C@@H]1[C@H](c3ccccc3Cl)OC(=O)N1CC2	106	114	94	102	103	114	107	107	102
CCOc1ccc([C@H]2C(C(=O)c3ccc(Cl)cc3)C3(N[C@@H]2c2ccccc2)C(=O)Nc2ccccc23)cc1 (stereo partly drawn)	63	70	85	79	·	90	78	84	65
N#Cc1nc(-c2cccc(Br)c2)cc(-c2ccc(Nc3nc(N4CCCCC4)nc(N4CCCCC4)n3)cc2)c1N	-1.2*	-45*	-65*	-74*	13	-58*	24	63	-22*

# The list goes on.
SMILES,KM12,IGROV1,NCI-H522,NCI-H226,NCI-H23,COLO 205,NCI/ADR-RES,NCI-H322M,NCI-H460
COc1ccc(NC(=O)Oc2ccc(C#N)cc2)cc1,104,98,93,96,100,116,108,96,107
O=c1cc(Cn2cnn(-c3ccccc3)c2=O)c2ccc3ccccc3c2o1,108,101,78,94,94,·,85,96,103
CC(=O)/C=C\C(C)=O,100,102,93,106,99,115,98,·,109
O=C1CSC(=S)N1Cc1ccccc1,97&116,112,108,114,100&98,112&99,98&107,93,102&109
COc1ccc(-n2c(-c3ccc(NC(=O)CCCl)cc3)nnc2-c2cc(OC)c(OC)c(OC)c2)cc1,15,42,44,69,55,8.5*,56,59,7.5*
CC(=O)C1=C(O)C2(C)c3c(O)c(C)c(O)c(C(C)=O)c3OC2CC1=O (stereo not drawn),60,76,69,73,54,102,·,93,66
O=C(CN1CCCCC1)NNc1ncnc2ccccc12,102,106,99,116,·,115,105,116,109
O=C(O)c1cn(C2CC2)c2cc(N3CCN(C(=O)N/N=C/c4cccs4)CC3)c(F)cc2c1=O,104,95,84,92,101,111,104,96,109
CCOc1cccs1,103,·,62,99,109,109,109,106,101
COc1ccc(-c2nc3ccccc3s2)cc1S(=O)(=O)O,104,92,95,102,95,·,107,100,108
CN(CCc1ccccn1)c1ccccc1,104,103,109,113,110,104,105,113,118
Cc1cc(N)c(-n2[nH]c(=O)cc2C)cc1C,118,148,·,·,104,109,111,114,·
O=C(NNc1nc2cc(F)c(F)cc2n2cccc12)c1cccnn1,24,14,-8.3*,4.3*,26,9.9*,-0.2*,26,8.1*
O=C(CCCCCNC(=O)C(=O)O)Nc1ccccc1,105,103,96,104,101,119,112,109,108
COCCOC(=O)C1=C(C)NC(C)=C(C(=O)OC)C1c1cccc(C#N)c1 (stereo not drawn),99,105,94,102,100,121,101,102,101
N#CCCN=Nc1c(O)[nH]c2ccc(Br)cc12,101,83,95,82,89,115,101,104,102
C/C(NCCc1ccc(O)cc1)=C1\CCOC1=O,112,118,75,109,115,108,89,103,102
OCC1(CO)CCCO1,108,113,120,89,103,108,105,98,103
COc1cc(C2N(c3ccccc3)NC(=O)[C@H]3CCCN23)cc(OC)c1OC (stereo partly drawn),97,76,103,89,92,104,92,93,101
C=C(C)[C@@H]1CC[C@]2(CO)CC[C@]3(C)[C@H](CC[C@@H]4[C@@]5(C)CC[C@H](NOCCCN)C(C)(C)[C@@H]5CC[C@]43C)[C@@H]12,102,99,·,92,96,114,112,116,104
COc1ccc2ccc(OC)cc2c1,109,94,103,100,96,120,95,98,109
CC1=CC(C)=C(C#N)C2=S=C(c3ccccc3)C(=O)N12,100,92,92,90,104,100,110,98,104
O=c1oc2cccnc2n1Cc1cn(-c2ccc(Cl)cc2Cl)nn1,107,98,83,100,96,86,99,96,102
COc1ccccc1/C=C1\Oc2ccc(O)cc2C1=O,108,110,96,·,106,·,105,108,105
Cc1cccc(C)c1NC(=O)CSC(=S)N1CCN(CCOCCO)CC1,98,96,90,117,100,113,99,86,114

# An excerpt from above, limited to NCI-H460, NCI-H322M and IGROV1:
smiles | NCI-H460 | NCI-H322M | IGROV1
CC1=CC(C)=C(C#N)C2=S=C(c3ccccc3)C(=O)N12 | 104 | 98 | 92
COc1ccc(-n2c(-c3ccc(NC(=O)CCCl)cc3)nnc2-c2cc(OC)c(OC)c(OC)c2)cc1 | 7.5* | 59 | 42

# The list continues:
SMILES,KM12,IGROV1,NCI-H522,NCI-H226,NCI-H23,COLO 205,NCI/ADR-RES,NCI-H322M,NCI-H460
COC(=O)[C@]12CC[C@@H](C)[C@H](C)[C@H]1[C@H]1C(=O)C[C@@H]3[C@@]4(C)CC[C@H](OC(C)=O)C(C)(C)[C@@H]4CC[C@@]3(C)[C@]1(C)CC2,95,109,86,95,101,·,108,95,104
N#Cc1ccc(C(=O)NNC(=O)CSc2nc3sc4c(c3c(=O)n2-c2ccc(Cl)cc2)CCCC4)cc1,91,31,61,54,33,110,67,52,52
CN(C)c1ccc(C(c2ccc(N(C)C)cc2)C(O)c2ccccc2)cc1 (stereo not drawn),106,101,·,103,102,89,107,118,113
CC(C)c1ccc(CNc2sc3c(c2C#N)CCC(=O)C3)cc1,94,79,63,89,91,110,95,100,99
C=CCOc1ccc(/C=C2\SC(=S)N(CCc3ccc(O)cc3)C2=O)cc1,91,59,11,92,104,114,99,95,97
CN1c2ccccc2S(=O)(=O)n2nc(CCSc3nc4ccccc4s3)nc21,96,86,87,99,104,102,105,84,108
c1ccc2nc(NN=C3CCCCC3)ccc2c1,93,93,109,83,80,96,83,·,94
CC(=O)Oc1ccc2c(c1)oc(=O)c1c3ccc(OC(C)=O)cc3oc21,103,104,98,108,107,106,115,99,·
COc1cc(OC)cc(-c2cc(-c3c[nH]c4ccccc34)nc(-c3c[nH]c4ccccc34)c2C#N)c1,99,94,92,87,104,110,97,105,103
CN1CCC(CN2c3ccccc3Sc3ccccc32)C1 (stereo not drawn),97,·,86,111,89,85,86,86,101
NC(=S)c1c(N)n(C2OC(CO)C(O)C2O)c2ncnc(N)c12 (stereo not drawn),-6.5*,-61*,-54*,14,-0.8*,-51*,-1.8*,-26*,-0.3*
COc1ccc(-c2cc(C(=O)N3N=C(c4ccc(N)cc4)CC3c3ccc(OC)cc3)c3ccccc3n2)cc1 (stereo not drawn),59,75,26,92,95,86,64,85,57
COc1ccc(C(=O)C/C(=C\c2cc(OC)c(OC)c(OC)c2)C(=O)NCc2ccccc2)cc1,108,79,80,79,91,106,94,86,101
COc1cc(/C=C2\SC(=O)N(Cc3ccc(-c4ccccc4C#N)cc3)C2=O)ccc1O,102,109,88,100,100,114,101,106,107
CC(C)=C(C)C1CC1CCNS(=O)(=O)c1ccc(C)cc1 (stereo not drawn),100,109,88,109,95,114,99,102,102
COc1ccc(-c2nn(C(=O)NCCN3CCCCC3)cc2-c2ccncc2)cc1Cl,106,112,101,98,99,84,96,136,98
CCN(CC)c1ccc2c(-c3ccccc3C(=O)O)c3ccc(=[N+](CC)CC)cc-3oc2c1,92,105,74,88,87,113,94,86,94
CCOC(=O)C1=C(C)n2nc(CC#N)c(C#N)c2NC1c1ccc(OC)cc1 (stereo not drawn),96,84,96,86,89,103,100,99,103
CN(C)c1ccc(C=O)cc1,102,100,99,107,98,107,103,101,110
COc1ccc(Cn2cc3c(c2-c2cc(OC)c(OC)c(OC)c2)CCc2cnoc2-3)cc1N,1.8*,7.3*,32,13,16,-29*,6.7*,15,-9.3*
C[C@]12CC[C@H]3[C@@H](CCC4=CC(=O)CC[C@@]43C)[C@@H]1CC[C@@H]2CN=[N+]=[N-],88,82,76,87,75,100,80,100,86
CC(=O)Oc1ccccc1C(=O)/C=C/c1cccc([N+](=O)[O-])c1,35,37,56,94,88,87,74,99,83

# Screens deposited in PubChem BioAssay by NCI.
